# ABCB6 inh MLPCN – inhibitors of human ABC transporter ABCB6; Q9NP58; K562-ABCB6 porphyrin accumulation, flow cytometry, 1 h; stronger effect = lower value; fluorescence ratio to DMSO, % at 10 µM; 360,000 compounds, 0.19% hits; AID 602162;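 active = fluorescence ratio to DMSO below 75%, the collection mean minus 3 SD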;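 note: signal is porphyrin accumulated inside mitochondria; 100% equals median channel fluorescence of DMSO control wells; lower ratio means ABCB6 inhibition with less porphyrin fluorescence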
# HTR2A ag – agonists of mouse serotonin 5-HT2A receptor (HTR2A) | P35363 | CHO-K1 mHTR2A beta-arrestin complementation, luminescence; percent of 30 µM serotonin response | activation, % at 7.6 µM | 360,000 compounds, 0.66% hits;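 active = activation above a run cutoff, the mean activation of all tested compounds plus 3 SD, cut at about 14% in these data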;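 note: 0% = plate median of compound wells and 100% = 30 µM serotonin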
# Target sequence (P35363 whole entry, looked up): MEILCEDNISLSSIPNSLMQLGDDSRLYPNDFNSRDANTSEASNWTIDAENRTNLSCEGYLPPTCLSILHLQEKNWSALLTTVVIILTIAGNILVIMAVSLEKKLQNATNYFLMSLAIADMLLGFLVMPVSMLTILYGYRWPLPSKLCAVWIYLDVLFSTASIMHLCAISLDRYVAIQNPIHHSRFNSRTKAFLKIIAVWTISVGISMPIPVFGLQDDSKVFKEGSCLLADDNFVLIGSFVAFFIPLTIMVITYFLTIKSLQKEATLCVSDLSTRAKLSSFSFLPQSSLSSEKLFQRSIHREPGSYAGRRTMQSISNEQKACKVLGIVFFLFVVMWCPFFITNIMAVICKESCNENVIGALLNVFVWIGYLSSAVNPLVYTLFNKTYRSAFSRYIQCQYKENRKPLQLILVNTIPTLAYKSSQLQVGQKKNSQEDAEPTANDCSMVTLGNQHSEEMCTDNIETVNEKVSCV
# SRC2 inh – human SRC2 (NCOA2) inhibition; Q15596; HEK293 GAL4-SRC2 luciferase reporter, luminescence; inhibition, % at 9 µM; 370,000 compounds, 0.17% hits; AID 651957;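 active = inhibition above the mean inhibition of all tested compounds plus 3 SD, set per campaign, cut at about 52% in these data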;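 note: 0% = DMSO treated cells and 100% = cells given Gossypol at 36 µM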
# ABHD5-PLIN5 inh – inhibitors of human ABHD5-perilipin-5 interaction; Q00G26+Q8WTS1; Split G. princeps luciferase complementation, luminescence, 4 h; inhibition, % at 4 µM; 360,000 compounds, 0.78% hits; AID 602281;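 active = inhibition above the mean inhibition across every tested compound plus 3 SD, cut at about 22% in these data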;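 note: 0% = DMSO only wells and the 100% control is not disclosed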
# NOD2-RIPK2 inh – blocks binding of human NOD2 to RIPK2. CHO BLA complementation NOD2-RIPK2, CCF4 ratio. inhibition, % at 4.98 µM. 360,000 compounds, 0.38% hits. AID 624267; in the data active = inhibition above about 21%;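 note: 0% = vehicle only and 100% = reference blocker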
# N-glyco inh – N-linked glycosylation inhibition; AID 588692; D54 ERlucT glycosylation luciferase reporter, 24 h; percent of 100 nM tunicamycin response; reporter increase, % at 12.5 µM; 360,000 compounds, 0.23% hits;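 active = mean luciferase reporter signal, scaled so untreated is 0 and the glycosylation-blocking control 100, at or above a set limit in every replicate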;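 note: luciferase carries N-glycosylation sites so blocking glycosylation raises the light; 0% = median of neutral control wells and 100% = median of 100 nM tunicamycin wells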
# TLR9-MyD88 inh – TLR9-MyD88 interaction inhibition | Q9NR96+Q99836 | CHO BLA complementation TLR9-MyD88, CCF4 FRET ratio | inhibition, % at 4.98 µM | 340,000 compounds, 0.21% hits | AID 504734;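 active = inhibition above the mean over all tested compounds plus 3 SD, cut at about 21% in these data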;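 note: 0% = DMSO only wells and 100% = clavulanate BLA inhibitor control wells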
# Cardio protect – protects H9c2 cardiomyocytes from peroxide injury. H2O2 injury protection, ATPLite, 2 h. protection from H2O2 cell death, % at 20 µM. 360,000 compounds, 0.63% hits. AID 588492;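 active = compounds giving at least 50% protection of heart cells from peroxide-induced death in the single-dose screen, raw or plate-pattern-corrected value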;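 note: 0% = DMSO wells with peroxide and 100% = DMSO wells without peroxide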
# MC4R barr agon – activates human MC4R beta-arrestin recruitment; U2OS MC4R beta-arrestin complementation, luminescence; percent of melanotan II response, DMSO zero; activation, % at 8.9 µM; 360,000 compounds, 0.98% hits; AID 540308;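 active = activation above a per-plate cutoff, the mean activation of sample wells on that plate plus 3 SD, cut at about 8% in these data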
# Target sequence (P32245 whole entry, looked up): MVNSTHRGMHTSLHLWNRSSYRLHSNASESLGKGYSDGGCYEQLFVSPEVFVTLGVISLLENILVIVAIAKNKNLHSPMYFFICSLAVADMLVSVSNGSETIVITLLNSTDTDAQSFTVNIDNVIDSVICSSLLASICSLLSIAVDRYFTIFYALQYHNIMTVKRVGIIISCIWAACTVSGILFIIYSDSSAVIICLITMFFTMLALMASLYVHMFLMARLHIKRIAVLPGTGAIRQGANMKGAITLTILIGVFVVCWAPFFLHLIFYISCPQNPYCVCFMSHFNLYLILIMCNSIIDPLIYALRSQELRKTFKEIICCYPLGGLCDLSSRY
# MC4R antag cAMP – human MC4R antagonism in cAMP assay; P32245; 360,000 compounds, 0.48% hits; MC4R-expressing cells, MTII-stimulated cAMP, LANCE TR-FRET; inhibition, % at 6.5 µM;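 active = inhibition above its plate's cutoff, the mean of tested wells on that plate plus 3 SD, cut at about 29% in these data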;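 note: 0% = Melanotan II alone and 100% = Melanotan II plus saturating MCL0020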
#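 System – human MC4R-expressing U2OS cells · Also added – Melanotan II · Dosing – one concentration, 6.5 µM nominal · Timing – 30-min compound, 1-h challenge, 1-h detection, room temperature · Measured by – Eu-cAMP/anti-cAMP TR-FRET, emission 671 nm · Replicates – singlicate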
# * marks the source's active call; other numbers are inactive results; . = no result given.
SMILES,ABCB6 inh MLPCN,HTR2A ag,SRC2 inh,ABHD5-PLIN5 inh,NOD2-RIPK2 inh,N-glyco inh,TLR9-MyD88 inh,Cardio protect,MC4R barr agon,MC4R antag cAMP
C=CCn1c(=O)c2c(nc3n2CC(C)CN3Cc2ccccc2)n(C)c1=O (stereo not given),102,12,7,-7,-1,2,-7,2,-2.9,1
CO/N=C\CC(=O)Nc1ccc(Oc2ccccc2)cc1,96,-4,11,-3,-1,14,-7,-9,-0.3,-9
Cc1cccc(C(=O)NC(=S)NCc2ccccc2)c1,90,-4,0,-2,5,1,-5,-3,0.2,15
O=C(COc1ccc(F)cc1Br)NCc1nnc2ccccn12,103,5,-19,-4,-12,-1,3,-4,-0.7,11
O=C(Nc1cccc(F)c1)C1CCCCC1,99,-3,7,-5,-13,0,-6,-5,-1.4,1
COC(=O)CNc1c(-c2ccccn2)nc2ccc(Br)cn12,99,19*,-29,-4,-6,-9,1,-7,-2.1,-1
COc1cc(C(=S)N2CCOCC2)cc(OC)c1OC(=O)Cc1ccc(F)cc1,96,1,10,-4,7,3,7,-4,-0.7,0
Cc1cccc(C)c1NC(=O)C(CCc1ccccc1)n1c(=O)c(-c2ccccc2)nc2ccccc21 (stereo not given),.,-9,-20,26*,11,.,.,.,.,.
S=C(Nc1ccccc1)N1CCn2cccc2C1c1cccnc1 (stereo not given),101,0,10,-3,-8,1,14,9,-1.6,15
O=C(O)CCn1c(SCc2ccccc2)nc2ccccc21,98,4,-43,2,-5,0,-4,6,-0.7,9

# Ordered by molecular weight (low to high): some entries from above
SMILES,ABCB6 inh MLPCN,HTR2A ag,SRC2 inh,ABHD5-PLIN5 inh,NOD2-RIPK2 inh,N-glyco inh,TLR9-MyD88 inh,Cardio protect,MC4R barr agon,MC4R antag cAMP
S=C(Nc1ccccc1)N1CCn2cccc2C1c1cccnc1 (stereo not given),101,0,10,-3,-8,1,14,9,-1.6,15
COC(=O)CNc1c(-c2ccccn2)nc2ccc(Br)cn12,99,19*,-29,-4,-6,-9,1,-7,-2.1,-1
COc1cc(C(=S)N2CCOCC2)cc(OC)c1OC(=O)Cc1ccc(F)cc1,96,1,10,-4,7,3,7,-4,-0.7,0

# Additional compounds
SMILES,ABCB6 inh MLPCN,HTR2A ag,SRC2 inh,ABHD5-PLIN5 inh,NOD2-RIPK2 inh,N-glyco inh,TLR9-MyD88 inh,Cardio protect,MC4R barr agon,MC4R antag cAMP
Cc1nnc(NC(=O)CSc2nnc(-c3ccoc3C)n2CC(C)C)s1,151,-2,3,-3,-15,1,-8,0,-0.4,1
O=C(CCl)N1CCN(C(=O)C2COc3ccccc3O2)CC1 (stereo not given),105,-2,-1,-9,-10,2,-14,-5,0.2,7
COc1cccc(/C=N/N2CCN(c3ccncc3S(=O)(=O)N3CCCCC3)CC2)c1,101,1,-14,-8,-7,2,-15,5,1.1,2
CCCCSc1nc(N)c(NC(=O)c2ccco2)c(=O)[nH]1,98,-2,-3,3,-9,0,-2,2,-0.7,3
Cc1cc2oc(=O)cc(Cn3ccnc3)c2cc1O,97,2,.,1,-1,6,-22,2,-0.4,6
COc1ccc(C(=O)n2cc(C(C)=O)c3ccccc32)cc1,99,-7,-29,5,0,10,8,0,-1.0,-22
CC(=O)Nc1cccc(-c2csc(C(O)c3ccccc3)n2)c1 (stereo not given),100,-4,-38,2,-4,2,.,-4,0.0,4
COc1ccc(S(=O)(=O)N2CN(CCc3ccc(OC)c(OC)c3)c3nc4ccccc4nc32)cc1,83,3,17,-2,-9,-3,-10,3,-0.4,2
COc1ccc(NC(=O)CNC(=O)Cn2cnc3sc(C)c(C)c3c2=O)cc1OC,99,0,-4,11,-7,2,-11,1,-1.4,12
COc1ccccc1N1C(=O)c2cccc3c(C(=O)O)ccc(c23)C1=O,99,4,-5,4,-2,0,-9,-4,0.8,14
c1c2c(cc3sc(N4CCOCC4)nc13)OCO2,94,4,-25,3,-7,-10,-4,-5,-0.8,-4
Cc1ccc(SCC(=O)Nc2ccc(N3CCOCC3)cc2)cc1,86,-2,3,-1,-2,-2,12,-6,-4.4,0
CC/C(=N\NC(=O)COc1ccc(Br)cc1)c1ccc(OC)c(OC)c1,95,-3,-4,-1,-3,2,-1,6,-0.2,2
Nc1ccc2c3c(cccc13)CC2,536,0,8,7,7,-1,19,10,-1.4,6
CCOC(=O)C=C1CCN(c2ncc(C(F)(F)F)cc2Cl)CC1,102,0,-25,-4,-10,1,-4,-9,-0.4,-4
O=C(CCN1C(=O)C2C3C=CC(C3)C2C1=O)NCCc1ccccc1Cl (stereo not given),92,-3,6,-8,0,4,-47,-1,-0.9,-1
COc1ccc(-n2nc(C#N)c(Cl)cc2=O)cc1,102,-6,-4,5,49*,-15,.,-23,-3.2,-25
CNC(=O)c1ccsc1NC(=O)CCS(=O)(=O)c1ccccc1,101,1,10,0,-12,-3,0,-4,-0.2,-4
CC(C)CN(C(=O)COc1ccc(-c2nnco2)cc1)C1CCS(=O)(=O)C1 (stereo not given),98,-1,-10,0,-2,1,-3,5,-4.0,21
CC1=C(C(=O)N2CCOCC2)CC(CC(=O)NCc2ccco2)C(=O)N1Cc1ccccc1 (stereo not given),104,0,6,-6,-6,1,0,-3,-0.3,3

# NOD2-RIPK2 inh, what is marked active above
Structure	ABCB6 inh MLPCN	HTR2A ag	SRC2 inh	ABHD5-PLIN5 inh	NOD2-RIPK2 inh	N-glyco inh	TLR9-MyD88 inh	MC4R barr agon	MC4R antag cAMP
COc1ccc(-n2nc(C#N)c(Cl)cc2=O)cc1	102	-6	-4	5	49*	-15	.	-3.2	-25

# Returning to the listing, starting three compounds before the break.
SMILES,ABCB6 inh MLPCN,HTR2A ag,SRC2 inh,ABHD5-PLIN5 inh,NOD2-RIPK2 inh,N-glyco inh,TLR9-MyD88 inh,Cardio protect,MC4R barr agon,MC4R antag cAMP
CNC(=O)c1ccsc1NC(=O)CCS(=O)(=O)c1ccccc1,101,1,10,0,-12,-3,0,-4,-0.2,-4
CC(C)CN(C(=O)COc1ccc(-c2nnco2)cc1)C1CCS(=O)(=O)C1 (stereo not given),98,-1,-10,0,-2,1,-3,5,-4.0,21
CC1=C(C(=O)N2CCOCC2)CC(CC(=O)NCc2ccco2)C(=O)N1Cc1ccccc1 (stereo not given),104,0,6,-6,-6,1,0,-3,-0.3,3
CCCn1c(/N=C/c2c[nH]c3ccccc23)nc2ccccc21,99,-3,20,3,3,-1,1,-18,11*,-4
O=S(=O)(Nc1nc2ccccc2nc1N1CCc2ccccc2C1)c1ccc(Cl)cc1,98,0,-15,5,2,-12,-8,-12,3.6,-3
C=CCc1cc(Cl)ccc1OCCCNC(C)C,97,-3,10,5,3,0,6,8,1.1,-2
COc1ccc(CCNC(=O)C(C(=O)c2ccccc2)n2ccccc2=O)cc1OC (stereo not given),99,-1,-6,-9,7,0,-2,4,-1.8,5
COc1ccc(C(=O)Nc2cccc(S(=O)(=O)NC3=NCCC3)c2)cc1OC,98,0,1,-8,11,-1,1,0,-0.7,1
COc1ccc(C2=NOC(C(=O)Nc3cc(C)nn3-c3ccccc3)C2)cc1OC (stereo not given),97,3,-19,-1,-3,3,-4,7,-1.9,3
CC(=O)Nc1ccc(-c2csc(NC(=O)CCCc3cccs3)n2)cc1,101,2,-13,-1,7,1,-8,3,-3.1,11
N/C(=N\OC(=O)Oc1ccccc1)c1cccc([N+](=O)[O-])c1,97,1,8,2,-4,1,-2,-3,-1.6,9
CN1CCN(S(=O)(=O)c2ccc(N3CCN(C(c4ccccc4)c4ccccc4)CC3)nc2)CC1,100,-6,16,6,-1,2,-1,1,0.9,4
COc1cccc(OCC(O)CN2CCN(c3ccccn3)CC2)c1 (stereo not given),98,33*,4,6,1,2,4,2,1.0,4
COc1cc(NC(=O)c2cccs2)c(C(=O)OCC(=O)NC(=O)NC(C)(C)C)cc1OC,90,-2,-27,-8,0,3,-2,30,-2.0,7
O=C(O)c1ccc2c(c1)C1C=CCC1C(c1cc3c(cc1Br)OCO3)N2 (stereo not given),102,1,-16,1,-3,2,0,-3,-3.0,1
COCC(=O)OCC(=O)Nc1cc(C(C)(C)C)nn1-c1ccccc1,103,-1,10,-3,-8,2,-1,12,-2.2,0
COc1cc2c(cc1OC)C(c1cccc(F)c1)CC(=O)N2 (stereo not given),101,-4,15,17,-4,-2,-5,5,-0.9,1
CC/C=C/C(=O)N1CC2(CC(c3cccc(NC(=O)CC(c4ccccc4)c4ccccc4)c3)=NO2)C[C@@H]1C(N)=O (stereo not given in full),95,0,-1,10,-3,0,-3,11,-1.0,11
Cc1ccc(CSCC(=O)NCc2ccc3c(c2)OCO3)cc1,97,0,11,-3,9,-2,-11,1,1.2,-2
O=C(COc1ccc2ccc(=O)oc2c1)N1CCN(c2ccc(F)cc2)CC1,99,1,7,0,6,1,2,2,-1.5,4
CCN(CC)CCCNC(=O)c1c(O)c2c([nH]c1=O)CCCC2,97,-3,7,-11,7,-1,-10,4,-0.9,-7
C=CCn1c(CCn2c3ccccc3c3ccccc32)n[nH]c1=S,99,5,17,1,-7,-6,1,5,-0.3,2
O=S(=O)(NC1CC2CCC1C2)c1ccc(Cl)cc1 (stereo not given),102,0,-42,-10,-2,-1,-7,-7,0.1,2

# Some of the compounds tested; rates above refer to the full screens.
